Screening data from PubChem.
HTT aggregate = reduces HttQ103-GFP aggregates in PC12 cells | PC12 HttQ103-GFP aggregates, Acumen cytometry, 40 h | Potency, µM (titrated, usually from 46.1 µM), for the others: at the highest dose activity change, negative = inhibition, actives largely listed as inhibitors | actives 1.1% (n = 220,000) | AID 1688; further: potency means the concentration at half of the fitted maximal effect; on the % scale 0 is the no-effect control and ±100 the full control effect; nearly all actives have a fitted effect of over 60% in size
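Using laser scanning cytometry, GFP-positive aggregates were counted after lysis of PC12 cells induced with 100 nM tebufenozide to express HTT exon 1 Q103–GFP. Compounds were tested in titration.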
SMN2 splice enh = increases expression of the SMN2 splice variant. HEK293 SMN2-luciferase splicing reporter, luminescence, 30-36 h. Potency, µM (doses to about 46.1 µM), for inactives: top-dose activity change, positive = activation, actives largely listed as activators. actives 2.8% (n = 210,000); further: potency means the concentration at half of the fitted maximal effect; % of control where 0% means no effect; nearly all actives have a fitted effect of over 55% in size
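qHTS luciferase splicing reporter: luminescence rises when SMN2 exon 7 is included in transfected HEK293 cells. Compound exposure lasted 30-36 h at 37C, with 4.5 mM final sodium butyrate as control, followed by a ONE-Glo read.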
IMPase Li inh = membrane-permeable IMPase blocker, potentiated with lithium; CHO-M1 cells, IP1 TR-FRET (IP-One), carbachol + lithium; Potency, µM (series often up to 59.4 µM), for the others: top-dose activity, negative = IMPase inhibition, most hits filed as inhibitors; actives 0.35% (n = 210,000);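 further: IP1 builds up when IMPase is blocked and the TR-FRET signal falls; potency means the concentration at half of the fitted maximal effect; plate controls were basal vehicle for no effect and high inhibitor control for full effect; nearly all actives have a fitted effect of over 50% in size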
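IP1 accumulation measured by competitive TR-FRET in lysed CHO-M1 cells after 30 min compound exposure at 37C, with a small lithium addition to potentiate weak responses. Hill-equation AC50 from ratio and donor-channel data.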
HTT cytoprotect = Huntington cell model cytoprotection by ATP luminescence. Potency, µM (top dose mostly 56.4 µM), for inactives: cytoprotection (ATP increase), most hits filed as activators. actives 0.14% (n = 230,000). AID 1471. PC12 HTT-Q103 induced, cytoprotection, ATP luminescence, 40 h;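 further: potency means the concentration at half of the fitted maximal effect; % of control where 0% means no effect; nearly all actives have a fitted effect of over 45% in size; toxic huntingtin expression switched on by the ecdysone agonist tebufenozide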
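Rat PC12, Q103 Htt exon1-GFP fusion, ecdysone promoter; tebufenozide inducer 100 nM final; compound titration; qHTS, 1500 cells/well; ATPlite luminescent read.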
Lamin A splicing = changes lamin A minigene splicing in HeLa cells | HeLa LMNA splicing GFP/RFP minigene ratio, 48 h | actives 0.01% (n = 200,000) | Potency, µM (highest dose often 46.1 µM), for inactives: top-dose ratio change, negative = inhibition, usual class: inhibitors; active means well fitted inhibition curve with a large enough effect in the signal ratio, with a control signal flat, not every such curve was filed as active; inconclusive means small, poorly fitted or top-dose-only effect, or effect the other way, or a change in a side signal; the % refers to the signal ratio; further: potency means the concentration at half of the fitted maximal effect; on the % scale 0 is the no-effect control and ±100 the full control effect
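Read-out is the ratio of GFP to DsRed2 object intensity, acquired by 488 nm laser-scanning cytometry on HeLa lamin A-EGFP minigene reporter cells. Compound incubation 48 hrs at 37 °C in Opti-MEM with 2% FBS; DMSO 0.5% final.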
CBFb-RUNX1 inh = CBF-beta/RUNX1 interaction disruption. AlphaScreen CBFb-His/RUNX1-biotin binding, biochemical. Q01196+Q13951. AID 1477. 230,000 tested, under 10 active. Potency, µM (titrated, usually from 59.8 µM), inactives show at the top dose activity, negative = inhibition, actives largely listed as inhibitors; further: % of control where 0% means no effect
Target sequence (Q01196 whole entry, looked up): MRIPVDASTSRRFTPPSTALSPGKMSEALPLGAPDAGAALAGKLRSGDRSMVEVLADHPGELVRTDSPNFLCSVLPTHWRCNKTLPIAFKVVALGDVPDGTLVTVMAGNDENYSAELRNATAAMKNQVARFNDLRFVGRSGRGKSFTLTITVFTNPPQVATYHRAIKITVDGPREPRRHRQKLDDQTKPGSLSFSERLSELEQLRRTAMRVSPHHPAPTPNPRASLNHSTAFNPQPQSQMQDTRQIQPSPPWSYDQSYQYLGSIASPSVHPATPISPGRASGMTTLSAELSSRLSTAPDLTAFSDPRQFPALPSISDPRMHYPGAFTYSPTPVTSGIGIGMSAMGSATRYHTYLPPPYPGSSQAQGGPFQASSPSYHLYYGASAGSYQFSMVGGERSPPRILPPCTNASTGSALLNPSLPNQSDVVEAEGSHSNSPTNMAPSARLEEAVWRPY
Target sequence (Q13951 whole entry, looked up): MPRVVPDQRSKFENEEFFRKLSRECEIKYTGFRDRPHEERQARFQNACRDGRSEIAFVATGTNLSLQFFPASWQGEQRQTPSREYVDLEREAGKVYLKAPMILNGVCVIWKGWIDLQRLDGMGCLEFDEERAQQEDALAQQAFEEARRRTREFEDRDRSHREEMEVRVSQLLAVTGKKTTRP
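Compounds were screened at multiple concentrations against a preformed CBF-beta(His)/RUNX1(biotin) complex (30 nM of each) for 15 min at room temperature, followed by 90 min with nickel and streptavidin beads and AlphaScreen reading.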
Luc counter = counter-screen: inhibitors of Kinase-Glo firefly luciferase | AID 1379 | Potency, µM (top dose mostly 38.3 µM), without a hit: at the highest dose activity change, negative = inhibition, most hits filed as inhibitors | actives 0.28% (n = 200,000) | Kinase-Glo luciferase, ATP luminescence, 8 min; further: potency means the concentration at half of the fitted maximal effect; on the % scale 0 is the no-effect control and ±100 the full control effect; nearly all actives have a fitted effect of over 60% in size
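Compounds were added to a substrate mix at pH 7.2 (50 mM imidazole, 10 uM ATP, within the enzyme's linear range), followed by Kinase-Glo detection reagent; luminescence was measured after 8 minutes at ambient temperature.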
Numbers without * were called inactive; ? = inconclusive; . = no result given; & = joins results of further samples; [ ] = dose if it differs, or a comment. Unless noted, the call rests on the fitted dose curve; in most records, active means well fitted curve in the direction sought with a large enough effect; inconclusive means small, poorly fitted or top-dose-only effect, or another doubt; inactive means no such curve, though single readings can be large; an effect the other way counts as inactive or inconclusive.

| molecule | HTT aggregate | SMN2 splice enh | IMPase Li inh | HTT cytoprotect | Lamin A splicing | CBFb-RUNX1 inh | Luc counter |
| --- | --- | --- | --- | --- | --- | --- | --- |
| CCOc1ccccc1NC(=O)c1c(NC(=O)CCC(=O)O)sc2c1CCCCC2 | 5%[9.22 µM] | 5% | 1% | 16% | -15%[46 µM] | -5% | -1% |
| CCOC(=O)C1CCN(C(=O)CCc2c(C)nc3ncnn3c2C)CC1 | -2% | -2% | 24%[38.3 µM] | 5% | 11% | -1% | -3% |
| Cc1cc2ncc(C(=O)Nc3ccsc3C(=O)O)c(C)n2n1 | 3% | -2% | 7% | -55%[inhibitor] | . | ? | 2% |
| Cc1ccc(CNS(=O)(=O)N(C)C)cc1 | 0% | -6% | 15%[38.3 µM] | 6% | -8% | 5% | -4% |
| CCC(c1nnnn1C(C)(C)C)N1CCN(c2cc(Cl)ccc2C)CC1 (centres undefined) | ? | -20% | 3%[38.3 µM] | -13% | ? | 4% | 9% |
| COc1cc(C(=O)NNC(=O)c2cc(C)[nH]n2)cc(OC)c1OC | 15% | 12% | -4% | -32%[inhibitor] | ? | 1% | 1% |
| COc1ccccc1N(CC(=O)N/N=C/c1ccccc1C(=O)O)S(C)(=O)=O | -2%[9.22 µM] | . | . | -6%[10 µM] | . | 7% | . |
| COCCn1c(=O)c2cc3c(=O)n(CCOC)c(=O)c3cc2c1=O | 3% | -10% | 21%[38.3 µM] | 10% | 0% | -2% | -2% |
| O=C(Nc1ccc(Cl)cc1C(=O)NCC1CCCO1)c1ccco1 (centres undefined) | -10% | ? | -6%[38.3 µM] | 1%[0.074 µM] | 8% | 2% | 11% |
| O=C(NCCc1c[nH]c2ccccc12)C(=O)NCC1OCCN1S(=O)(=O)c1cc(F)ccc1F (centres undefined) | 8%[9.22 µM] | . | . | 11%[10 µM] | . | 0% | . |
| c1ccc(Cn2cc(CNc3ccccc3)nn2)cc1 | 14%[9.22 µM] | . | . | 6%[10 µM] | . | 3% | . |
| O=c1c2c(ncn1CCO)nc1n2CCC1 | 5% | 2% | 4% | -12%[10 µM] | -8% | 0% | 3% |
| COC(=O)c1ccc(C)c(NS(=O)(=O)c2ccc3c(c2)OCCO3)c1 | 18% | -10% | 20%[38.3 µM] | -7%[10 µM] | ? | 3% | -1% |
| COC(=O)c1ccc(CSc2nnc(NC(=O)C3CCCO3)s2)cc1 (centres undefined) | -6% | 9% | 19%[38.3 µM] | 1% | 0% | -6% | -5% |
| Cc1ccccc1-c1coc2cc(O)ccc2c1=O | -14% | 4% | 0% | -24%[0.074 µM] | -9% | -2% | -1% |
| COC(=O)[C@@]1(Cc2ccc(F)cc2)[C@H]2c3cc(C(=O)N(C)C)n(CCSCCO)c3C[C@H]2CN1C(=O)c1ccccc1 | 24% | -9%&-3% | 8%&-5% | 21% | 8% | 1%&13% | 1%&-3% |
| O=C(CN1CCCCC1)Nc1ccc(Br)cc1[N+](=O)[O-] | -15% | 7% | 0% | 3%[10 µM] | -9%[46 µM] | -10% | 2% |
| COc1ccc(N2CCN(C(C)=C3C(=O)c4ccccc4C3=O)CC2)cc1 | 2% | 0% | 1% | 7%[10 µM] | . | -5% | -2% |
| C=CCn1c(-c2cccc(Cl)c2)n[nH]c1=S | 6% | 6% | 8.9µM* | 5% | 3% | 3% | 2% |
| CCCCN1C(N)=NC[C@@H]1Cc1ccc(O)cc1 | 28%[9.22 µM] | . | . | 0%[10 µM] | . | 6% | . |
| CC(C)n1cc(/C=C2/SC(=O)N(CC(=O)N3CCCC3)C2=O)c2ccccc21 | 21% | -8% | 11%[38.3 µM] | -18% | 17% | 0% | -1% |
| CCCOc1ccc(Cn2c(O)cc(=O)[nH]c2=O)cc1 | 5% | 11% | 8%[38.3 µM] | 25% | 3% | -5% | -1% |
| Nc1ccccc1S(N)(=O)=O | . | -7%[20.6 µM] | -3% | ? | ? | -5%[21.7 µM] | 2%[17.1 µM] |
| O=C(CCCCCNC(=O)c1ccccc1)C[N+](=O)[O-] | ? | -3% | 14% | -5% | -17%[46 µM] | 1% | 10% |
| OCCC1CN(Cc2nc3c(s2)CCCC3)CCN1CCc1ccccc1 (centres undefined) | -6%[9.22 µM] | . | 5% | 13%[10 µM] | . | 14% | . |
| CC(C)NC(=O)c1cc2cc([N+](=O)[O-])ccc2s1 | -30% | -45%[inhibitor] | -3%[38.3 µM] | -14% | ? | 5% | -6% |
| CCn1c(SCCN2CCCCC2)nnc1-c1ccc(S(=O)(=O)N2CCOCC2)cc1 | -10% | -5% | 34%[activator][38.3 µM] | 21%[10 µM] | 9% | 4% | -2% |
| Cc1nc2c(C)cccc2c2c1CCS2 | 23%[9.22 µM] | . | . | 31%[10 µM] | . | 11% | . |
| CC(=O)Nc1cc(C(F)(F)F)ccc1N1CCOCC1 | 4% | -8% | -10%[38.3 µM] | -9% | 8% | 0% | -4% |
| CCOC(=O)N1CCN(C(=O)c2ccccc2N(Cc2ccccc2)S(=O)(=O)c2ccc(OC)cc2)CC1 | 19%[9.22 µM] | . | 12% | -40%[10 µM] | ? | -6% | -2% |
| CCOc1ccc(/C=C2\SC(=S)N(C)C2=O)cc1OC | -20%[9.22 µM] | . | . | -19%[10 µM] | . | 11% | . |
| C[C@@]12CCC=C[C@H]1[C@H](c1ccc(F)c(/C=C/c3ccccc3)c1)N(Cc1ccccc1)C2=O | -11%[9.22 µM] | . | . | 9%[10 µM] | . | 11% | . |
| O=C(Cn1ccc([N+](=O)[O-])n1)NCc1cccnc1 | 13% | 4% | 0% | . | . | -3% | -2% |
| COc1ccc(-c2[nH]ncc2CN2CCCOc3c(cccc3OC)C2)c(OC)c1 | 17% | . | -1% | 8% | . | 2% | 3% |
| CC(C)c1ccc(-c2cc(C(=O)N3N=C(C(F)F)CC3(O)C(F)F)c3ccccc3n2)cc1 (centres undefined) | -16% | ? | 34%[activator][38.3 µM] | -93%[inhibitor] | ? | 3% | -3% |
| CNC(=O)Nc1ccc2nc(C)sc2c1 | -10%[9.22 µM] | . | -6% | -7%[10 µM] | . | -1% | -4% |
| C/C(=N\NC(=O)CNC(=O)C(c1ccccc1)c1ccccc1)c1ccc(C(C)(C)C)cc1 | 0% | 12% | 2% | 20%[10 µM] | -6% | 3% | 1% |
| COc1ccc(NC(=S)N2CCN(C(=O)c3ccco3)CC2)c(OC)c1 | 3% | 2%[1.84 µM] | -2% | -5%[10 µM] | -7% | -2% | 2% |
| Cc1ccc(S(=O)(=O)Oc2ccc(N=Nc3ccc(-c4ccc(N=Nc5c(O)ccc6cc(S(=O)(=O)O)cc(S(=O)(=O)O)c56)c(C)c4)cc3C)cc2)cc1 | . | -9% | 0% | -81%[inhibitor] | . | . | . |
| CN(C)c1ccc(-c2nc(NCCc3cnc[nH]3)c3ccccc3n2)cc1 | . | . | 18% | -108%[inhibitor] | ? | . | . |
| CCC(=O)c1ccc(OCc2ccc(C#N)cc2)cc1 | -12% | . | 15% | -26% | . | 9% | -4% |
| COc1ccc(N(CC(=O)N/N=C/c2ccc(-c3ccc([N+](=O)[O-])cc3)o2)S(=O)(=O)c2ccc(C)cc2)cc1 | 7% | 7% | -1% | 19%[10 µM] | -12% | 3% | -1% |
| FC(F)Oc1ccc(NC(=S)NN2CCOCC2)cc1 | 0% | 3% | 19%[38.3 µM] | 3% | 3% | 3% | -1% |
| O=C(CCC1COc2ccccc2O1)Nc1ccccn1 (centres undefined) | 5% | -6% | 23%[38.3 µM] | 0% | 4% | -2% | 1% |
| Cn1c(C(=O)NCCCN2CCN(c3ccccc3F)CC2)cc2c(=O)n(C)c3ccccc3c21 | -5% | 9% | 11%[38.3 µM] | -87%[inhibitor] | ? | -5% | -1% |
| COc1ccccc1C1=NOC(COC(=O)c2ccc([N+](=O)[O-])cc2)C1 (centres undefined) | -8%[9.22 µM] | . | . | -3%[10 µM] | . | -10% | . |
| Cc1c(NC(=O)CN2C(=O)NC(C)(c3ccc4c(c3)OCCO4)C2=O)c(=O)n(-c2ccccc2)n1C (centres undefined) | ? | . | . | 15%[10 µM] | -7% | 1% | . |
| CCCCN(Cc1ccccc1)C(=O)c1cnc2n(c1=O)CCS2 | 17% | -10% | 7%[38.3 µM] | -15% | 1% | 2% | 1% |
| CCOC(=O)c1ccc(OCC(=O)c2ccc(O)cc2O)cc1 | -3% | -2% | -20%[38.3 µM] | -6%[0.074 µM] | ? | -1% | -11% |
| CCOC(=O)c1cnc(SCC(=O)c2ccccc2)nc1N | -12% | 13µM* | -5%[38.3 µM] | -35% | ? | 10% | -9% |
| O=C(O)CSc1nnc(CNc2ccccc2Cl)n1-c1ccccc1 | -8% | 13% | 21%[38.3 µM] | 17% | ? | -6% | -4% |
| COc1ccccc1Nc1nnc(SCC(=O)NC(=O)Nc2ccc3c(c2)OCCO3)s1 | -1% | . | -7% | 5%[10 µM] | 2% | -13% | 5% |
| COC(=O)c1ccc(NC(=O)c2ccccc2NS(C)(=O)=O)cc1 | ? | 6% | 2%[38.3 µM] | -6%[10 µM] | -9% | 5% | -2% |
| CN1CCN(c2ccc(CNS(=O)(=O)Cc3ccc(Cl)cc3)cc2)CC1 | -6%[9.22 µM] | . | . | -4%[10 µM] | . | 1% | . |
| Cn1nc(C(=O)OCC(=O)N2CCc3ccccc32)c2ccccc2c1=O | -7% | 8% | 21%[38.3 µM] | 2% | -4% | 3% | -1% |
| O=C(NCC1CCN(c2ccc(S(=O)(=O)N3CCOCC3)cc2)CC1)c1ccc(Cl)cc1 | ? | -63%[inhibitor] | 36%[activator][38.3 µM] | 18%[10 µM] | ? | -4% | -3% |
| CC1=NN(c2ccc([N+](=O)[O-])cc2)C(c2ccccc2)C1 (centres undefined) | ? | -46%[inhibitor] | 5% | -6% | . | 0% | 0% |
| C/C(CC1CC(C)(C)OC1=O)=N/Nc1nc(-c2ccccc2)cs1 (centres undefined) | 10% | -15% | 11% | -3%[10 µM] | ? | -4% | 1% |
| Cc1ccc(C#N)c(SCc2cc3c(cc2Cl)OCO3)n1 | -14% | 19% | 1%[38.3 µM] | -9% | 23% | 1% | -1% |

Random draw from the library (roughly 4% active in at least one column).
